STEP block = STEP phosphatase inhibitors, primary screen, biochemical, fluorescence intensity, uHTS | recombinant STEP, OMFP fluorogenic substrate | inhibition, % at 20 µM | actives 0.25% (n = 360,000);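 active means inhibition at 20 µM, scaled per plate between control wells, above about 37%, limit read from the data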;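 further: 0% = DMSO with enzyme and substrate and 100% = substrate only without enzyme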
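Assay system: isolated STEP enzyme / Timing: 20 min at room temperature, dark / Doses: 20 µM, 1% DMSO / Technique: fluorescence intensity, excitation 480 nm, emission 540 nm / Reagent: fluorogenic phosphatase substrate OMFP at 25 µM final / Measure: percent inhibition scaled to no-enzyme and uninhibited-enzyme controls, plate-pattern corrected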
SUMO1 PPI mod = modulators of SUMO1 protein-protein interactions, primary screen, biochemical, uHTS; actives 0.33% (n = 360,000); SUMO1 binding to a labelled peptide, TR-FRET, 1 h; inhibition, % at 20 µM; in the data active means inhibition above about 37%
LMPTP inh = LMPTP phosphatase inhibitors, primary screen, biochemical, fluorescence intensity, uHTS. Low molecular weight phosphotyrosine protein phosphatase (Homo sapiens), P24666. recombinant LMPTP-A, OMFP fluorogenic substrate. inhibition, % at 20 µM. actives 0.22% (n = 360,000). AID 651560, 2012;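 active means compounds that cut the enzyme signal by at least half of the control window in the single-dose screen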;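 further: plate controls were DMSO wells with enzyme plus substrate for no effect and substrate without enzyme for full effect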
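Assay system: LMPTP-A phosphatase enzyme | Input: 0.625 nM enzyme | Also added: Fluorogenic phosphatase substrate OMFP at 400 µM final | Compound dosing: One test concentration per compound, 20 µM, with 3% DMSO overall | Schedule: 50 min enzyme reaction at room temperature, protected from light | Signal: Fluorescence intensity | Benchmarks: no-enzyme and uninhibited controls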
NadD inh = inhibitors of S. aureus NadD, primary screen, biochemical, colorimetric, uHTS | Nicotinate-nucleotide adenylyltransferase NadD (Staphylococcus aureus N315) | purified NadD enzyme, colorimetric absorbance read-out | inhibition, % at 20 µM | actives 0.78% (n = 360,000); in the data active means inhibition above about 26%; further: some compounds past the cut are filed as inactive
Tb MetRS inh = T. brucei MetRS inhibitors, primary screen, biochemical, luminescence. actives 0.4% (n = 360,000). inhibition, % at 11.9 µM. AID 624268, 2012. purified T. brucei MetRS, ATP depletion, Kinase-Glo luminescence. methionyl-tRNA synthetase (Trypanosoma brucei brucei);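 active means inhibition above a per-plate cutoff of the control wells' mean inhibition plus 3 SD, cut at about 5.5% in these data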;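 further: 0% = DMSO wells median and 100% = median of wells with control inhibitor compound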
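technique = Kinase-Glo luminescence, ATP depletion format | system = purified MetRS (methionyl-tRNA synthetase) enzyme from Trypanosoma brucei | timing = 15 min preincubation, 2 h reaction, all 25 °C | evaluation = percent inhibition versus plate control medians | dosing = single dose, 11.9 µM final nominal, 0.9% final DMSO | also added = substrates ATP, L-methionine and bulk Escherichia coli tRNA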
DNMT1 block = human DNMT1 methyltransferase inhibitors, primary screen, biochemical, molecular beacon, fluorescence, HinP1I cleavage, uHTS | DNA (cytosine-5)-methyltransferase 1 (Homo sapiens), P26358 | inhibition (reported as % activation of signal), % at 10 µM | actives 0.83% (n = 360,000); in the data active means inhibition above about 50%
Target sequence (P26358 504-1616 limits assumed): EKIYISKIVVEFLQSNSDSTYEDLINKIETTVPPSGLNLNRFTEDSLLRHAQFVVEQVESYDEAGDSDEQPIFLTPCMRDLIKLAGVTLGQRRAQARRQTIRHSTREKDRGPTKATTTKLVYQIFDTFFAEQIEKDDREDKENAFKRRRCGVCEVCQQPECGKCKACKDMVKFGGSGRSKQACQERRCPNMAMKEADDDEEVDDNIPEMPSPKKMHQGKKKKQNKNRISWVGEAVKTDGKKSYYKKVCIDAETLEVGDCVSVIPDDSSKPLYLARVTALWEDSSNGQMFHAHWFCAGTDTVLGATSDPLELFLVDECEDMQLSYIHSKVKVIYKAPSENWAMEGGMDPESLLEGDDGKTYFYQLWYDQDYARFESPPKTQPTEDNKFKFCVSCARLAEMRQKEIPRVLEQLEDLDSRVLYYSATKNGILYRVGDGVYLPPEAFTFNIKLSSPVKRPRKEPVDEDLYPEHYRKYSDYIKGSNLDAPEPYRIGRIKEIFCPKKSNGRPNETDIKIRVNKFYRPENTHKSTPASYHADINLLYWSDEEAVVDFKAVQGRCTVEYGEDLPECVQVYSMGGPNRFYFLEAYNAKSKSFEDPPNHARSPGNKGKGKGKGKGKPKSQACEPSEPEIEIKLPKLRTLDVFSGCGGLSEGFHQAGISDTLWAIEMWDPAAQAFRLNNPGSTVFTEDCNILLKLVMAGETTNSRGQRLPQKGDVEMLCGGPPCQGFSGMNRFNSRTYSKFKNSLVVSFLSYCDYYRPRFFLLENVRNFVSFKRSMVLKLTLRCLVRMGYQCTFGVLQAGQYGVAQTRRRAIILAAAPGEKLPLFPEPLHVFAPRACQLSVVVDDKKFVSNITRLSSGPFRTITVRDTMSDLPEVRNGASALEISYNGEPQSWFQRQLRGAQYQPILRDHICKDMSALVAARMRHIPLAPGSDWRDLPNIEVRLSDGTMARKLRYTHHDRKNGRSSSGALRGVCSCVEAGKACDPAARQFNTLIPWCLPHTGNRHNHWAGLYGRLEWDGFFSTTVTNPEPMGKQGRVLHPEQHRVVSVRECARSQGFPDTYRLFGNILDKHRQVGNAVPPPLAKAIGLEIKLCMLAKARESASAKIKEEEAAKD
CSN deneddyl inh = inhibitors of CSN-mediated cullin deneddylation, primary screen, biochemical, fluorescence polarization, uHTS. inhibition, % at 12.5 µM. Purified CSN, SCF-Nedd8-OG deneddylation. AID 651999, 2013. actives 0.38% (n = 360,000). COP9 signalosome complex subunit 5 (Homo sapiens), Q92905;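 active means pattern-corrected inhibition above about 35%, with an unprinted fluorescence ratio check between 0.5 and 1.5, limit read from the data, passing the limit was not always enough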;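 further: 0% = enzyme with substrate and 100% = substrate without enzyme; some results filed as inactive read as strong as hits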
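Assay system: HEK293T-derived human Csn5 enzyme; quantity: 0.24 nM enzyme; medium: Tris/NaCl/DTT buffer, pH 7.5; also added: substrate SCFSkp2-Nedd8OG, 10 nM; doses: 12.5 µM compound; schedule: 90 min reaction at room temperature; signal: FP; read-out: % inhibition of substrate cleavage by Csn5; benchmarks: substrate-only high control, full reaction low control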
MsrA inh = bovine MsrA enzyme inhibitors, primary screen, biochemical, absorbance, HTS. AID 651718, 2012. actives 0.75% (n = 360,000). Methionine sulfoxide reductase A (Bos taurus). inhibition, % at 15.5 µM. purified bovine MsrA, absorbance read-out; in the data active means inhibition above about 4.5%;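 further: 0% = vehicle wells with enzyme and 100% = reference inhibitor wells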
Rpn11 block = Rpn11 (PSMD14) deubiquitinase inhibitors, primary screen, biochemical, fluorescence polarization, uHTS | 26S proteasome non-ATPase regulatory subunit 14 (Homo sapiens), O00487 | human 26S proteasome, Ub4-pepOG fluorescence polarization; 20S core pre-blocked with epoxomicin | calls only at 20 µM | actives 0.59% (n = 360,000) | AID 588493, 2011;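 active means inhibition at 20 µM, scaled to each plate's controls, above about 33%, limit read from the data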
Scp1 inh = Scp-1 phosphatase inhibitors, primary screen, biochemical, colorimetric, uHTS. Recombinant Scp1, phosphopeptide, malachite green phosphate absorbance. actives 0.88% (n = 340,000). inhibition, % at 20 µM. Carboxy-terminal domain RNA polymerase II polypeptide A small phosphatase 1 (Homo …;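 active means inhibition above about 50% at 20 µM, limit read from the data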;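 further: plate controls were DMSO wells with enzyme for no effect and wells lacking enzyme for full effect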
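Material: truncated SCP-1 phosphatase (76-261aa) / Buffer or medium: 50 mM Tris acetate pH 5.5, 0.005% Tween-20, 10 mM MgCl2 / Compound dosing: one concentration, 20 µM, with 1.0% DMSO / Incubation: 45 min room-temperature reaction, 5 min colour, 30 min stabiliser / Detection: colorimetric free-phosphate detection, absorbance 630 nm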
Starred values were filed as active, the others as inactive; i = inactive; . = not tested or not shown. Hits appear at their usual frequency; any-hit rate near 3.9%.

SMILES	STEP block	SUMO1 PPI mod	LMPTP inh	NadD inh	Tb MetRS inh	DNMT1 block	CSN deneddyl inh	MsrA inh	Rpn11 block	Scp1 inh
CCC(C)NC(=S)NNC(=O)c1ccc(C(C)(C)C)cc1 (configuration not stated)	-1.6	-3.5	-2.2	-0.8	-0.1	-0.6	-0.1	-0.6	i	-18.1
O=C(COc1ccc(Cl)cc1)N1N=C(c2cccs2)CC1c1ccco1 (configuration not stated)	0.5	-27.6	-2.8	-9.9	-0.3	-1.9	0.9	1.0	i	-9.0
CCOC(=O)C1CCCN(C/C(O)=C(\C#N)c2nc(-c3ccccc3)cs2)C1 (configuration not stated)	2.3	1.6	-0.3	8.7	0.1	-6.0	1.2	1.2	i	0.4
COc1cccc(CNc2nc3cc(-c4csc5ccccc45)sc3c(=O)n2C)c1	-0.1	-1.9	4.3	19.4	0.0	-24.8	-4.0	1.5	i	.
Cc1cc(Cl)cc(Br)c1OCCCN1C(=O)NC(C)(C)C1=O	1.0	-0.3	0.1	7.0	4.9	-7.8	0.4	0.5	i	-11.5
CNCc1ccccc1OCC(=O)Nc1ccccc1OC	-1.8	-0.2	2.0	-3.4	-0.9	-2.3	1.4	-0.7	i	-0.3
Cc1cccc(NCc2ccc([N+](=O)[O-])s2)c1	1.1	-27.9	-0.4	-6.3	-0.3	-5.7	-2.6	0.4	i	-6.0
CC(NC(=O)C(=O)NCC1CCCO1)c1ccccc1 (configuration not stated)	-0.2	1.3	1.3	-4.7	-0.4	-6.2	6.3	0.6	i	-8.6
Cn1cccc1/C=N/NC(=O)c1cccc(OC(F)(F)C(F)F)c1	-1.7	-2.7	-1.3	-1.7	-0.2	-1.2	-3.4	3.1	i	-2.5
CCOc1cc(C(=O)NCc2ccccc2)ccc1OCC(=O)N1CCCCC1	3.5	2.3	0.6	-0.7	-0.5	-1.2	-1.0	0.0	i	6.2

Two entries from above, set out differently.
Cn1cccc1/C=N/NC(=O)c1cccc(OC(F)(F)C(F)F)c1
  STEP block = -1.7; SUMO1 PPI mod = -2.7; LMPTP inh = -1.3; NadD inh = -1.7; Tb MetRS inh = -0.2; DNMT1 block = -1.2; CSN deneddyl inh = -3.4; MsrA inh = 3.1; Rpn11 block = i; Scp1 inh = -2.5
CCOc1cc(C(=O)NCc2ccccc2)ccc1OCC(=O)N1CCCCC1
  STEP block = 3.5; SUMO1 PPI mod = 2.3; LMPTP inh = 0.6; NadD inh = -0.7; Tb MetRS inh = -0.5; DNMT1 block = -1.2; CSN deneddyl inh = -1.0; MsrA inh = 0.0; Rpn11 block = i; Scp1 inh = 6.2

(further entries)
SMILES	STEP block	SUMO1 PPI mod	LMPTP inh	NadD inh	Tb MetRS inh	DNMT1 block	CSN deneddyl inh	MsrA inh	Rpn11 block	Scp1 inh
Cn1c(=O)n(C)c2cc(NS(C)(=O)=O)ccc21	-1.3	1.6	-1.2	0.6	0.8	-1.4	-1.4	0.1	i	-4.8
COc1ccc(S(=O)(=O)CCC(=O)N2CCN(c3cccc(Cl)c3)CC2)cc1	-0.2	-3.8	1.3	-0.3	0.1	-0.3	-3.8	1.4	i	-4.7
Cc1ccc(S(=O)(=O)c2nnn3c2nc(N2CCN(c4ccccn4)CC2)c2ccccc23)cc1	1.8	-47.4	6.1	29.8	-0.3	-2.0	-1.8	0.7	i	7.0
CCCCCCNC(=O)Cc1nc2nc(C)cc(C)n2n1	-3.8	0.7	-0.7	-0.6	0.0	0.7	-4.6	-2.0	i	-2.8
O=C1/C(=C/c2ccc(F)cc2)CCC1C1CCCC1 (configuration not stated)	2.4	-6.0	-0.3	1.0	0.6	6.0	-2.9	0.2	i	-13.0
O=C(NC(=S)Nc1cccnc1)c1cccc(Cl)c1	-0.7	1.1	-0.3	-10.7	-0.1	1.8	-3.1	0.4	i	.
COc1ccc(N(C)C(=O)Cc2c(C(=O)O)n(C)c3ccccc23)cc1	0.7	5.0	-1.3	-0.6	0.3	0.3	1.2	1.4	i	-7.7
O=c1[nH]c(Cn2nnc(-c3ccccc3)n2)nc2scc(-c3ccccc3)c12	-3.3	1.4	1.4	30.4*	-2.0	-0.6	2.6	1.5	i	-4.3
Cc1cc(OCC(=O)N(Cc2ccco2)c2c(N)n(Cc3ccccc3)c(=O)[nH]c2=O)ccc1Cl	-1.3	3.4	0.8	9.6	-0.6	-0.3	-1.7	0.6	i	-7.6
Cc1cc(C)nc(NS(=O)(=O)c2ccc(NC(=S)NC(=O)C(C)C)cc2)n1	1.6	-0.1	-0.1	-3.1	-0.2	4.3	1.2	-0.1	i	-3.6
CC(NCc1ccccc1Cl)C(=O)Nc1ccc(S(=O)(=O)N2CCCC2)cc1 (configuration not stated)	-2.4	-1.0	-0.4	0.4	-0.8	0.1	0.5	0.3	i	2.7
CN1C2C=C3C(C#N)=C(N)C(C#N)(C#N)[C@@H](c4cccc(F)c4)[C@@H]3C1CC2 (some centres not stated)	-4.5	-7.3	-3.4	-6.3	-1.1	-11.5	-2.0	-0.1	i	-1.8
Cc1ccc(OCCNC(=O)c2cc(=O)[nH]c3ccccc23)cc1	-3.1	1.6	-0.8	0.5	0.2	-0.3	-0.6	1.2	i	-8.3
CCOc1ccc(C(c2c(O)nc(SC)[nH]c2=O)c2c(O)nc(SC)[nH]c2=O)cc1	0.8	16.9	-1.0	2.1	-0.2	3.7	-1.7	2.4	i	0.9
C=CCn1c(SCc2c(C)noc2C)nnc1C1COc2ccccc2O1 (configuration not stated)	2.5	0.1	-0.7	1.7	-1.2	-6.3	-4.3	-0.6	i	-7.8
Cc1cc2nc(C3CCCN(C(=O)NCc4ccccc4)C3)[nH]c2cc1C (configuration not stated)	-1.2	-0.6	0.9	4.7	0.5	-1.1	3.4	0.4	i	-2.3
C#CCNC(=O)C1=C[C@H](C2CCCCC2)C[C@H](OCc2ccc(CO)cc2)O1	2.8	3.3	0.3	-2.1	-0.1	-15.9	-3.1	-0.5	i	-6.5
CN(C)c1ccc(S(=O)(=O)NCC(=O)NCCOc2ccccc2F)cc1[N+](=O)[O-]	1.4	-13.3	-0.7	-3.5	-0.2	-1.1	1.9	-0.7	i	3.7
CCOc1ccc(C(=O)CC(NCc2cccs2)C(=O)O)cc1 (configuration not stated)	1.9	-2.6	-0.7	0.5	0.0	-0.5	-4.8	-1.1	i	-3.3
Cc1ccc(C)c(C(=O)CSc2n[nH]c(C(C)C)n2)c1	-0.3	0.5	0.9	0.3	-0.6	-4.9	2.4	-0.4	i	5.2
Cc1ccc(C)c(NC(=S)NCC(c2ccccc2)N(C)C)c1 (configuration not stated)	12.2	-0.2	-1.1	-6.3	0.1	-0.2	1.8	-0.4	i	-3.9
COc1cccc(CN(C(=O)c2cc3ccccc3oc2=O)C2CCS(=O)(=O)C2)c1 (configuration not stated)	0.3	-4.3	1.1	6.1	-0.1	0.9	4.2	0.2	i	-5.2
CCOC(=O)Cc1csc(Nc2ccc(Cl)cc2)n1	-3.7	3.1	-1.6	-5.5	-0.8	-3.5	-1.4	-0.6	i	-3.9
O=C(c1ccco1)N1CCN(CCCCN2C(=O)c3ccccc3C2=O)CC1	-1.8	-13.3	0.1	5.2	-0.7	-1.1	0.7	1.5	i	10.1
CCOc1ccc(NC(=O)CN(C)C(=O)C(C)N2C(=O)c3ccccc3C2=O)cc1OCC (configuration not stated)	-2.3	0.9	-0.7	-2.0	-0.2	1.9	-7.1	-0.1	i	-5.7
COc1ccc(CC(=O)n2nc(-c3ccccc3)nc2NCc2ccco2)cc1	-2.7	0.6	1.4	4.5	0.1	-2.6	-4.9	-0.8	i	-2.0
O=C1C2C3C=CC(C4CC34)C2C(=O)N1Cc1ccccc1 (configuration not stated)	0.2	-0.1	1.0	-3.7	-0.4	0.4	6.0	0.7	i	-1.2
CCOc1ccc(NC(=O)COc2ccc(C(=O)NCc3cccnc3)cc2OC)cc1	-3.8	3.2	0.2	2.4	-0.5	-7.7	-5.0	-0.9	i	-7.6
COc1ccc(CCNC(=O)CCN2C(=O)[C@@H]3Cc4ccccc4CN3C2=O)cc1OC	0.2	-0.4	-1.8	-3.8	0.7	-2.0	-1.9	-0.1	i	-9.1
COc1cccc(C2CC(=O)Nc3cc(C)c(C)cc32)c1 (configuration not stated)	-1.3	5.0	-0.4	-4.1	0.9	-4.5	-2.6	-0.1	i	.
CC1(C(=O)NS(=O)(=O)c2cccc(F)c2)CCN1C(=O)c1ccccc1CCc1ccccc1 (configuration not stated)	-0.8	0.6	-0.4	1.2	-0.3	3.9	-1.1	0.1	i	.
CCn1c(CC(=O)Nc2ccc(C)cc2)nnc1SCC(=O)N1CCN(c2ccccc2)CC1	0.9	-1.8	-0.8	5.5	-0.2	-1.1	-0.8	-1.0	i	0.6
CC(CC(=O)OCC(=O)Nc1ccc2[nH]c(=O)[nH]c2c1)c1ccccc1 (configuration not stated)	-1.5	46.1*	0.2	-3.4	-0.3	2.1	-9.1	-0.3	i	4.8
COCC(=O)N(C)c1nnc(-c2cnccn2)s1	-9.0	-11.1	-0.4	7.8	-0.9	0.5	2.3	1.7	i	-6.1
Cc1cc2c(cc1S(=O)(=O)N1CCN(c3cccc(C(F)(F)F)c3)CC1)OCC(=O)N2	2.2	0.4	1.3	-0.4	-0.3	5.0	-5.7	-0.2	i	-6.2
Cc1cc(C)c(NC(=O)c2cn3c4c(c(N5CCN(C)CC5)c(F)cc4c2=O)OCC3C)c(C)c1 (configuration not stated)	-1.1	0.4	-0.2	-6.2	-0.7	0.0	-4.5	0.6	i	-9.3
